# ER stress death – protection against thapsigargin ER stress killing – CSM14.1 cells, ATP luminescence, primary screen; CSM14.1 thapsigargin ER stress survival; relative survival (cellular ATP), % at 15 µg/mL (by protocol); actives 0.33% (n = 48,000); AID 1010, 2008;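 active means survival measured by cellular ATP above 50% at 15 µg/ml in the first screen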;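 further: cell death triggered by about 15 µM thapsigargin; ATP read 24 h after thapsigargin was added; plate controls were thapsigargin with DMSO for no effect and DMSO without thapsigargin for full effect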
# The depositor's hits bear a star. An excerpt; count on the stated rates, not on these rows.
SMILES,ER stress death
COc1cccc(OCCOc2ccc(/C=C3/SC(=S)N(Cc4ccccc4)C3=O)cc2)c1,7
COc1ccc(C(=O)Nc2ccc3oc(-c4ccc(OC)c(Cl)c4)nc3c2)cc1Cl,2
Cc1ccc(-c2cc(C(F)(F)F)n3ncc(C(=O)NCCCN4CCOCC4)c3n2)cc1,4
O=C1C2CC=C(Cl)CC2C(=O)N1CNc1ccccc1-c1ccccc1 (stereo not drawn),21
COc1ccc(/C(N)=N/OC(=O)c2ccccc2Cl)cc1,-4
C=CCn1c(=O)[nH]c2sc3c(c2c1=O)CC(C)(C)OC3,2
NC(=O)C1=CC2([N+](=O)[O-])CN(Cc3ccccc3)CC([N+](=O)[O-])(C1)C2 (stereo not drawn),3
CC1CCC(N2CCN(Cc3cccc(Br)c3)CC2)CC1 (stereo not drawn),-3
CCN(CC)c1ccc(N=Cc2ccc(Cl)cc2Cl)cc1,-3
Clc1ccc(C2C=C(c3ccccc3)Nc3ncnn32)cc1 (stereo not drawn),3

# Gathered by group: the compounds so far containing four or more nitrogen atoms
SMILES,ER stress death
Cc1ccc(-c2cc(C(F)(F)F)n3ncc(C(=O)NCCCN4CCOCC4)c3n2)cc1,4
NC(=O)C1=CC2([N+](=O)[O-])CN(Cc3ccccc3)CC([N+](=O)[O-])(C1)C2 (stereo not drawn),3
Clc1ccc(C2C=C(c3ccccc3)Nc3ncnn32)cc1 (stereo not drawn),3

# Next section
SMILES,ER stress death
N#CC1=C(N)Oc2cc(O)c(C=Nc3ccccc3I)cc2C1c1ccccc1 (stereo not drawn),6
COC(=O)c1c(N)sc2c1CCC(C)C2 (stereo not drawn),10
COc1ccccc1N/N=C(/C#N)C(=N)N1CCCCC1,-7
Cc1ccc(S(=O)(=O)n2cc(C=C3C(=O)NC(=S)NC3=O)c3ccccc32)cc1,3
COc1cc(C(=S)N2CCC(C)CC2)ccc1O,-4
O=[N+]([O-])c1ccc(OC/C=C/c2cccc([N+](=O)[O-])c2)cc1,9
CC(=O)OC1CC(C)(C)N([O])C(C)(C)C1,21
COc1ccc(C(=O)Nc2ccccc2)cc1NC(=O)C(C)Oc1ccccc1 (stereo not drawn),-1
Cc1cccc(NC(=O)CN(c2ccc(C(C)C)cc2)S(=O)(=O)c2ccccc2)c1,6
O=C(Nc1ccc(Cc2ccncc2)cc1)c1ccc(-c2ccc(Br)cc2)o1,2
COc1ccc(C2Nc3ccccc3C(=O)N2Cc2ccccc2)cc1Cn1nc(C)c(Cl)c1C (stereo not drawn),-1
O=C1OC(c2ccc(Br)cc2)=C/C1=C/c1cccs1,3
CC1(C)c2ssc(=S)c2-c2ccccc2N1C(=O)CN1CCCCC1,-2
CCOC(=O)c1ccccc1NS(=O)(=O)c1cccs1,-3
COC(=O)c1c(C)oc2ccc(OCc3cccc(F)c3)cc12,1
Cc1ccccc1NC(=O)C(=O)NCCC1=CCCCC1,14
O=CN1Cc2ccccc2-c2ccccc2C1,6
O=C(Nc1ccc(Cl)cn1)c1cccc(Cl)c1Cl,3
COc1ccc(OC)c(C2NC(=O)NC(C)=C2C(=O)OCCc2ccccc2)c1Br (stereo not drawn),17
CC1(C)CC(=O)C(=Cc2cn(-c3ccccc3)nc2-c2ccc(Cl)cc2)C(=O)C1,-2
CCOc1ccc(/C=C2/C(=O)N(c3ccccc3)N=C2C)c(OCC)c1,12
Cc1cc(C)n(C(=O)Nc2ccccc2)n1,0
O=C(c1ccccc1)c1ccc(C(=O)N2CCN(C(=O)c3ccc(C(=O)c4ccccc4)cc3)CC2)cc1,7
CC(C)Oc1cccc(C(=O)Nc2ccc3oc(-c4ccncc4)nc3c2)c1,-2
COC(=O)C1=C(C)NC(=O)NC1c1ccc(OC(C)C)cc1 (stereo not drawn),11
O=C(Nc1ccc([N+](=O)[O-])cc1)c1cc2ccccc2o1,5
CCOc1ccc(N(CC(=O)Nc2ccc(C)cc2)S(C)(=O)=O)cc1,4
CCc1ccc(-c2nn(-c3cc(N4CCOCC4)ccc3[N+](=O)[O-])c(=O)c3ccccc23)cc1,1
Cc1cccc(C(C)C)c1NC(=O)COc1ccc([N+](=O)[O-])cc1,9
O=C(Nc1ccc(NC(=O)c2cccc3ccccc23)cc1)c1ccc(Br)cc1,4

# Brought forward from above: 3 entries, followed by the next part.
SMILES,ER stress death
CCc1ccc(-c2nn(-c3cc(N4CCOCC4)ccc3[N+](=O)[O-])c(=O)c3ccccc23)cc1,1
Cc1cccc(C(C)C)c1NC(=O)COc1ccc([N+](=O)[O-])cc1,9
O=C(Nc1ccc(NC(=O)c2cccc3ccccc23)cc1)c1ccc(Br)cc1,4
COc1cc(C(=O)c2cc(Br)ccc2NC(=O)C(OC)c2ccccc2)cc(OC)c1OC (stereo not drawn),1
O=C(Nc1ccc(Cc2ccncc2)cc1)c1cc(F)c(F)cc1Cl,2
Cn1c2c(c(=O)n(C)c1=O)C(c1ccc(OC(=O)c3ccc(Br)cc3)cc1)C1C(=O)c3ccccc3C1=N2 (stereo not drawn),1
CCCC(=O)Nc1ccc(Cl)cc1C(=O)O,1
Clc1ccc(Cl)c(OCCOCCN2CCOCC2)c1,-5
COc1cc(OC)cc(C(=O)N/N=C(\C)CC(=O)Nc2ccccc2C(F)(F)F)c1,10
C=CCNC(=O)C(=O)N/N=C/c1ccccc1O,20
COc1ccc(C2Nc3ccccc3NC3=C2C(=O)CC(c2ccc(OC)c(OC)c2)C3)cc1 (stereo not drawn),5
Cc1cccc(NC(=S)NC(=O)/C=C/c2ccccc2)c1,-2
COc1ccc(C2CC(C(F)(F)F)n3nc(C(=O)Nc4cccc(Cl)c4Cl)c(Cl)c3N2)cc1 (stereo not drawn),4
COc1ccc(C2=NOC(O)(C(F)(F)F)C2)cc1 (stereo not drawn),-8
O=C(NCc1ccco1)C(=O)Nc1ccc([N+](=O)[O-])cc1,4
COc1ccc(N2C(=O)CC(NCCCc3ccccc3)C2=O)cc1 (stereo not drawn),2
Cc1ccc(C2(c3ccc(C)cc3)C(=O)NCc3ccccc32)cc1,5
CC(=O)N1C(Nc2ccccc2)CC(C)N1c1ccccc1 (stereo not drawn),8
CCOC(=O)C1=C(C)NC(=O)NC1c1ccc(SC)cc1 (stereo not drawn),11
COc1ccc(N(CC(=O)Nc2ccc(Cl)cc2C)S(=O)(=O)c2ccc(C)c([N+](=O)[O-])c2)cc1,3
O=C1CSC(c2cccc(Cl)c2Cl)N1 (stereo not drawn),8
CCOc1cccc(C(=O)Nc2nc3ccc(C)cc3s2)c1,10
Cc1ccc(/C=N/NC(=O)C(C)Nc2ccc(Cl)cc2)o1 (stereo not drawn),10

# Entries listed so far with a nitro group on carbon, in the order listed:
SMILES,ER stress death
NC(=O)C1=CC2([N+](=O)[O-])CN(Cc3ccccc3)CC([N+](=O)[O-])(C1)C2 (stereo not drawn),3
O=[N+]([O-])c1ccc(OC/C=C/c2cccc([N+](=O)[O-])c2)cc1,9
O=C(Nc1ccc([N+](=O)[O-])cc1)c1cc2ccccc2o1,5
CCc1ccc(-c2nn(-c3cc(N4CCOCC4)ccc3[N+](=O)[O-])c(=O)c3ccccc23)cc1,1
Cc1cccc(C(C)C)c1NC(=O)COc1ccc([N+](=O)[O-])cc1,9
O=C(NCc1ccco1)C(=O)Nc1ccc([N+](=O)[O-])cc1,4
COc1ccc(N(CC(=O)Nc2ccc(Cl)cc2C)S(=O)(=O)c2ccc(C)c([N+](=O)[O-])c2)cc1,3

# (continued)
SMILES,ER stress death
CC(=O)N(c1ccccc1)C1CC(C)N(C(=O)c2cccs2)c2ccccc21 (stereo not drawn),-2
CN1C(=O)/C(=C\c2ccc(OCCOc3ccc(Br)cc3)cc2)SC1=S,2
COc1ccc2ncn(-c3ccccc3)c2c1,-2
COc1cc(N=Cc2c(O)n(-c3ccccc3F)c(=O)[nH]c2=O)cc(OC)c1OC,-5
CCOC(=O)c1c(C)n(C)c2ccc(OC(=O)C#Cc3ccccc3)cc12,16
CCOC(=O)c1c(NC(=O)c2ccc(OC)c(OC)c2)sc(C(=O)N2CCCCC2)c1C,22
O=C1/C(=C\c2ccc(O)cc2)SC(=S)N1c1ccc(F)cc1,0
CCOC(=O)c1ccccc1NC(=O)c1ccc(NC(C)=O)cc1,5
Cc1ccc(C(=O)c2cccc(C(=O)c3ccc(C)cc3)c2)cc1,-2
Cc1ccc(N/N=C/c2c(C)[nH]n(-c3ccc(C)c(C)c3)c2=O)c(C)c1,-7
Cc1ccc(C2=NNC(c3ccc(Cl)cc3)S2)cc1 (stereo not drawn),3
CC(C(=O)c1ccc(Cl)cc1)[n+]1ccccc1 (stereo not drawn),-4
O=C(CSc1nnc(CCCN2C(=O)c3cccc4cccc(c34)C2=O)n1-c1ccccc1)NCCCN1CCOCC1,-6
O=C(NCS(=O)(=O)c1ccccc1)c1ccccc1,2
C/C(=N\NC(=O)c1ccco1)c1ccco1,3
CCC(=O)Nc1cc(-c2nc3ncccc3o2)ccc1C,3
O=C(OCCN1CCOCC1)c1ccc(O)cc1O,11
CCOc1cc(OCC)cc(C(=O)Nc2ccc(C(=O)OC)cc2)c1,5
COc1cc(C(c2c(C)[nH][nH]c2=O)c2c(C)[nH][nH]c2=O)ccc1OCc1ccccc1Cl,-2
COc1ccc(Cl)cc1N(CC(=O)NCc1ccco1)S(=O)(=O)c1ccc(C)c([N+](=O)[O-])c1,0

# 3 compounds picked at random from the list so far, as already listed:
SMILES,ER stress death
O=C(CSc1nnc(CCCN2C(=O)c3cccc4cccc(c34)C2=O)n1-c1ccccc1)NCCCN1CCOCC1,-6
Cc1ccc(C2=NNC(c3ccc(Cl)cc3)S2)cc1 (stereo not drawn),3
O=C(NCS(=O)(=O)c1ccccc1)c1ccccc1,2

# Next section:
SMILES,ER stress death
CN(C)c1cccc(NS(=O)(=O)c2ccccc2)c1,-2
COc1ccccc1C1/C(=C(\O)c2ccc(C)cc2)C(=O)C(=O)N1CCCC(=O)O (stereo not drawn),-7
CCOc1cc(C(=S)N2CCOCC2)ccc1OS(=O)(=O)c1ccc(C)cc1,0
CCOC(=O)Nc1ccc(S(=O)(=O)Nc2cc(C)nc(C)n2)cc1,7
Cc1ccc(O)c(NC(=O)c2cnn3c(C(F)(F)F)cc(-c4cccs4)nc23)c1,-4
CC1CCN(CCCCOc2ccccc2C(C)C)CC1,-4
CC1=C(C(=O)OC(C)C)C(c2cccc(Br)c2)NC(=O)N1 (stereo not drawn),11
CN(C)CCNC(=S)NC(=O)C12CCC3CC(CC(C3)C1)C2,-4
COc1ccc(S(=O)(=O)Nc2ccc([N+](=O)[O-])cc2OC)cc1,5
Cc1ccc(S(=O)(=O)Oc2ccccc2/C=C2\SC(=S)NC2=O)cc1,7
Cc1ccc(C(C)C)c(OCC(=O)N2CCN(c3ccc([N+](=O)[O-])cc3)CC2)c1,2
COc1ccc(/C=C2\SC(=O)N(c3c(C)n(C)n(-c4ccccc4)c3=O)C2=O)cc1,8
Cc1ccc(-c2c(C#N)c(N)nc3c2CCCCCC3)o1,8
CSc1ccc(Cl)c(C(=O)NCc2ccco2)c1,6
CC1=C(C#N)c2nc(N)c(C#N)c(C)c2/C1=C\c1ccc(C)o1,5
COc1ccc(CCNC(=O)c2cccc(Cl)c2)cc1,9
CC1=[N+]([O-])C(C)(C)C(c2ccc(C)cc2)=[N+]1[O-],0
COc1cc(C2/C(=C(\O)c3ccc(F)cc3)C(=O)C(=O)N2c2nncs2)ccc1O (stereo not drawn),-1
Cc1cccc(OCC(=O)Nc2cccnc2)c1,2
Cc1cc(Cl)cc(Cl)c1OCCNC(C)(C)C,-9
Cc1ccc(N(CC(=O)Nc2ccccc2Cl)S(=O)(=O)c2ccc(F)cc2)cc1,3
CC(=O)Nc1cc2c(C)cc(=O)oc2cc1C,14
Cc1ccc2nsnc2c1NC(=O)c1cccc2ccccc12,6
O=C(Nc1cc(Cl)cc(Cl)c1)c1cc2ccccc2o1,-3
Cc1ccc(NC(=O)Cc2nnc(NC(=O)Nc3ccc(Cl)cc3)s2)cc1,7
COc1ccc(OC)c(/C=N/NC(=O)c2cc[n+](CC(=O)c3ccccc3)cc2)c1,10
O=C1/C(=C/c2ccc([N+](=O)[O-])cc2)NC(=S)N1c1ccccc1,6
CC(=O)C(C(C)=O)c1cc(Nc2cccc(C)c2)c2c3c(onc13)-c1ccccc1C2=O,2
CCn1c2ccccc2c2cc(/C=N/n3c(C)nnc3C)ccc21,-2
NC(=O)c1c(NC(=O)c2cc(Cl)ccc2[N+](=O)[O-])sc2c1CCCC2,-21
CCc1ccccc1NCC(O)Cn1c2ccccc2c2ccccc21 (stereo not drawn),5
COc1ccc(NC(=O)c2cc([N+](=O)[O-])ccc2Cl)c(OC)c1,7
CCOc1ccc(C(NC(=O)c2ccc(OC)cc2)c2ccc(OC)cc2)cc1 (stereo not drawn),1
COc1ccc(Cl)cc1C(=O)NC(c1ccccc1)c1ccccc1,0
COC(=O)c1cccc(NC(=O)COc2cccc(C)c2C)c1,9
CCn1c(C)nc2c(Cl)c(O)ccc21,3
O=C(O)C1CC=CCC1C(=O)NCCc1ccc(Cl)cc1 (stereo not drawn),13
Cc1cccn(C(=O)c2ccc3c(c2)OCO3)c1=NC(=O)c1ccc2c(c1)OCO2,0
CCc1ccc(C(=O)/C=C/c2ccc(-c3ccc([N+](=O)[O-])cc3)o2)cc1,7
COC(=O)c1cc(C(=O)NCc2ccc(OC)cc2)cc([N+](=O)[O-])c1,4
COc1ccc(C(=O)N/C(=C\c2ccc(-c3cccc([N+](=O)[O-])c3)o2)C(=O)NC(C)C)cc1,1
CCS(=O)(=O)C(=CNc1ccccc1)S(=O)(=O)CC,-1
O=[N+]([O-])c1cc(C(F)(F)F)ccc1Sc1nnnn1-c1ccccc1,-3
CCOC(=O)c1c(NC(=O)c2ccc(Cl)cc2)sc(C(=O)Nc2cc(C(F)(F)F)ccc2Cl)c1C,1
O=C(O)c1cn(C2CC2)c2cc(N3CCNCC3)c(F)cc2c1=O,0
COc1c(Cl)cc(C(=O)Nc2ccc(Cc3ccncc3)cc2)cc1Cl,3
CC(=O)N=CC1=C(O)c2ccccc2C1=O,6
O=C(c1ccco1)N1CCN(c2ccc([N+](=O)[O-])cc2Cl)CC1,-2
CCCCCCOc1ccc(N2C(=O)CC(N3CCN(c4ccccn4)CC3)C2=O)cc1 (stereo not drawn),14
CCc1ccc(S(=O)(=O)Nc2cc3c(C(=O)O)c(C)oc3c3ccccc23)cc1,-27
C#CCOC(=O)c1ccc(S(=O)(=O)N2CCOCC2)cc1,4
O=C(/C=C/c1ccc(Cl)cc1)Nc1ccc(N2CCOCC2)cc1,2
